Source: PubChem BioAssay
Tau fibril ThT – inhibitors of human tau fibril formation, thioflavin T binding; P10636; 270,000 tested, 2.1% active; AID 1460; recombinant tau K18 P301L, heparin-induced fibrillization, ThT fluorescence; Potency, µM (top dose mostly 57.4 µM), for the others: at the highest dose activity, negative = inhibition, actives largely listed as inhibitors; also: % is scaled to controls: 0 for no effect and ±100 for the full control effect; nearly all actives have a fitted effect of over 55% in size
Target sequence (P10636 561-689 P618L limits assumed): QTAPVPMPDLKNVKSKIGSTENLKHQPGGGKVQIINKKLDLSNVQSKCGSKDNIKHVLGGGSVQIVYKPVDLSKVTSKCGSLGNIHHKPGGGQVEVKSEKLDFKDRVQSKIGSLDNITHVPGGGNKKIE
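Heparin-induced (20 uM) aggregation of recombinant human K18 P301L tau, 15 uM unlabeled with 0.24 uM labeled, pH 7 acetate buffer, 6 hr at 37 C with compound. Fibrils quantified by 30 uM ThT fluorescence after 1 hr ambient incubation.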
HTT aggregate – mutant huntingtin aggregation inhibition; AID 1688; 220,000 tested, 1.1% active; PC12 HttQ103-GFP aggregates, Acumen cytometry, 40 h; Potency, µM (titrated, usually from 46.1 µM), for inactives: top-dose activity change, negative = inhibition, actives largely listed as inhibitors; also: % is scaled to controls: 0 for no effect and ±100 for the full control effect; nearly all actives have a fitted effect of over 60% in size
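Steps: seed 1500 PC12 HTTQ103-GFP cells/well; add tebufenozide, 100 nM final; add compound titration; add ATPLite reagent; quantify GFP aggregates by laser scanning cytometry.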
KDM4E inh – inhibitors of human JMJD2E histone demethylase. AID 2147. 230,000 tested, 1.6% active. JMJD2E catalytic domain, FDH-coupled NADH fluorescence (FDH is formaldehyde dehydrogenase). B2RXH2. Potency, µM (top dose mostly 57.1 µM), without a hit: at the top dose activity change, negative = inhibition, hits mostly inhibitors; active = well fitted inhibition curve with a large enough effect, not every such curve was filed as active; inconclusive = small, poorly fitted or top-dose-only effect, or another doubt; inactive = no such curve, though single readings can be large or run the other way;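 also: 0% = wells with enzyme and -100% = buffer wells without enzyme; nearly all actives have a fitted effect of over 50% in size; many of its hits are not listed in these tables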
Target sequence (B2RXH2 1-337 limits assumed): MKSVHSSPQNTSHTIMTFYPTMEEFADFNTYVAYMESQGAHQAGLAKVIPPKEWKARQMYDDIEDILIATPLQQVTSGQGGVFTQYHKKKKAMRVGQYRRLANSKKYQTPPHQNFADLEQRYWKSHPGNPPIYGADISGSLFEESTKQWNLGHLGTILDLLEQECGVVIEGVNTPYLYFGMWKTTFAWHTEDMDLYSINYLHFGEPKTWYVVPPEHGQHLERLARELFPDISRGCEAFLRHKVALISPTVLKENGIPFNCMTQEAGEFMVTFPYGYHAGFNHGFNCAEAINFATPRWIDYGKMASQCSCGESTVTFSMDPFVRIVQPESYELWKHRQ
Tau fluor cs – counter-screen for tau fibril formation inhibitors; tau K18 P301L Alexa594 fluorescence, heparin fibrillization; Potency, µM (titrated, usually from 57.7 µM), for inactives: at the highest dose activity change, negative = decrease; 280,000 tested, 0.93% active; AID 1463; also: % is scaled to controls: 0 for no effect and ±100 for the full control effect; nearly all actives have a fitted effect of over 55% in size
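Human tau K18 P301L (15 uM unlabeled, 0.24 uM Alexa 594-labeled) in 100 mM sodium acetate pH 7 with 20 uM heparin, 6 hr at 37 C. ThT 30 uM added, 1 hr ambient; Alexa 594 FP and total fluorescence read at 555/632 nm.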
ALDH1A1 inh – blocks purified human ALDH1A1 activity; Potency, µM (series often up to 75.3 µM), inactives show at the highest dose activity, negative = inhibition, usual class: inhibitors; 220,000 tested, 7.3% active; Purified ALDH1A1, NADH fluorescence, propionaldehyde substrate; P00352; AID 1030; active = well fitted inhibition curve with a large enough effect, not every such curve was filed as active; inconclusive = small, poorly fitted or top-dose-only effect, or another doubt; inactive = no such curve, though single readings can be large or run the other way;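 also: plate controls were no enzyme wells and a reference inhibitor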
Target sequence (P00352 whole entry, looked up): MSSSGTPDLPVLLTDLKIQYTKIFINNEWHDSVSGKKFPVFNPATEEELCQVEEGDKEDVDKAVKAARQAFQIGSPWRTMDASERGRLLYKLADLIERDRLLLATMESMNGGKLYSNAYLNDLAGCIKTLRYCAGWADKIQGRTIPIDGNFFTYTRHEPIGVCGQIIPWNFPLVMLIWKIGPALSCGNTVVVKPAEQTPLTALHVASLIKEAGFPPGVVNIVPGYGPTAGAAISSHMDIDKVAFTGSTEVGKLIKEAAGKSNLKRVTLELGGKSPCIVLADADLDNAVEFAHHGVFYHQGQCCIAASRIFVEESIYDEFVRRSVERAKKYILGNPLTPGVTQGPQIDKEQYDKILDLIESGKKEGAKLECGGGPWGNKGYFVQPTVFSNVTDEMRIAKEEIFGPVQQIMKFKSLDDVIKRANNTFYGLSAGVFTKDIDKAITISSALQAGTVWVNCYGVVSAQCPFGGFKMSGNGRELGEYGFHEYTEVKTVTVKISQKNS
SMN2 splice enh – enhancers of SMN2 splice variant expression. HEK293 SMN2-luciferase splicing reporter, luminescence, 30-36 h. 210,000 tested, 2.8% active. AID 1458. Potency, µM (doses to about 46.1 µM), for inactives: top-dose activity change, positive = activation, actives largely listed as activators; also: % of control where 0% means no effect; nearly all actives have a fitted effect of over 55% in size
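HEK293 cells carry an SMN2 […]–luciferase reporter in which exon 7 inclusion puts luciferase in frame. Cells were plated 10-12 h before compound addition, then incubated 30-36 h at 37C. ONE-Glo luminescence was read; sodium butyrate at 4.5 mM final served as control.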
Tau fibril FP – inhibitors of human tau fibril formation | P10636 | K18 P301L tau heparin fibrillization, Alexa594 FP, 6 h | Potency, µM (doses to about 57.7 µM), for inactives: at the top dose activity, negative = inhibition, actives largely listed as inhibitors | 280,000 tested, 0.39% active | AID 1468; also: % is scaled to controls: 0 for no effect and ±100 for the full control effect; nearly all actives have a fitted effect of over 55% in size
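Heparin (20 uM) drove fibril formation of recombinant tau K18 P301L, 15 uM unlabeled with 0.24 uM Alexa 594 label, for 6 hr at 37 C in 100 mM sodium acetate pH 7. Fluorescence polarization (555/632 nm) read 1 hr after 30 uM ThT.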
HTT ATP protect – Huntington cell model cytoprotection by ATP luminescence. AID 1471. 230,000 tested, 0.14% active. PC12 HTT-Q103 induced, cytoprotection, ATP luminescence, 40 h. Potency, µM (doses to about 56.4 µM), for inactives: cytoprotection (ATP increase), hits mostly activators;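 also: % of control where 0% means no effect; nearly all actives have a fitted effect of over 45% in size; toxic huntingtin expression switched on by the ecdysone agonist tebufenozide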
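Quantitative HTS on tebufenozide-induced (100 nM) PC12 cells expressing HTTQ103 exon 1–GFP; compounds tested as a concentration series; survival measured via cellular ATP.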
An asterisk follows results filed as active; ? = inconclusive; nt = no result given; & = joins results of further samples; [ ] = another dose, or the depositor's remark. Unless noted, calls follow the shape of the dose curve; as a rule, active = well fitted curve in the direction sought with a large enough effect; inconclusive = small, poorly fitted or top-dose-only effect, or another doubt; inactive = no such curve, though single readings can be large; an effect the other way counts as inactive or inconclusive. Potency is read from the fitted curve at half-maximal effect. Not all compounds are listed; the hit share may differ from the screen's.

Fields: ALDH1A1 inh	HTT ATP protect	KDM4E inh	SMN2 splice enh	Tau fibril FP	HTT aggregate	Tau fibril ThT	Tau fluor cs
Cc1csc(NC(=O)CSc2ccc(-c3ccccn3)nn2)n1
→ -1%	22%	?	-90%[inhibitor]	8%	?	-15%	-7%
COc1ccc2c(c1)c(=O)c(C(=O)c1ccccc1)cn2Cc1ccc(C)cc1
→ ?	nt	4%	-24%	-11%	9%	-16%	-16%
COCCNC(=O)/C(C#N)=C\c1ccc(CNS(=O)(=O)c2ccccc2)o1
→ 3%	12%[10 µM]	-3%	3%	11%	8%[9.22 µM]	-1%	9%
COc1ccccc1-c1ncnn1-c1sc2c(c1C#N)CCCCC2
→ nt	nt	nt	-5%	-3%	nt	?	?
C/C(=N\NC(=O)Cn1ccc(C(F)(F)F)n1)c1ccc(N2CCOCC2)cc1
→ nt	1%[10 µM]	?	nt	4%	-42%[9.22 µM]	-15%	-6%
COc1ccc(-c2cc(N3CCCC3)n3ncnc3n2)cc1
→ ?	-12%	?	-55%[inhibitor]	4%	-31%	-5%	5%
CCCCC(=O)NC1(C(F)(F)F)C(=O)Nc2c1c(=O)[nH]c(=O)n2Cc1ccco1 (stereo unspecified)
→ -4%	-3%[10 µM]	5%	5%	-5%	-1%	-10%	1%
CC(C)Sc1oc(-c2ccco2)nc1S(=O)(=O)c1ccc(F)cc1
→ 20µM*	3%[1.9 µM]	-18%	-32%[inhibitor]	-13%	-4%	?	-27%
CC1(C)CCC[C@@](C)([C@H]2CC[C@]3(C)[C@@H]2[C@H](O)C[C@@H]2[C@@]4(C)CC[C@H](O)C(C)(C)[C@@H]4[C@@H](O)C[C@]23C)O1
→ 2%	-48%[inhibitor]	nt	nt	1%	nt	-15%	-14%
COc1ccc(/C(C)=N\O)cc1OC
→ -2%	-5%[10 µM]	-10%	nt	-5%	-12%[9.22 µM]	-8%	-5%
COc1ccc(C(CNC(=O)/C=C/c2c(Cl)nc3ccccn23)N(C)C)cc1 (stereo unspecified)
→ -7%	-24%	?	16%	-4%	-4%	?	-11%
CC1CC(NC(=O)Cc2ccc(Br)cc2)CC(C)(C)C1 (stereo unspecified)
→ ?	11%[1.9 µM]	5%	-27%	-1%	?	-10%	-12%
CS(=O)(=O)N1CCn2c1nc1ccccc12
→ 13%	-4%[10 µM]	2%	nt	4%	-8%[9.22 µM]	2%	-1%
Cc1ccc(C(=O)NC(=S)Nc2ccc(Oc3ccc(Cl)cc3)cc2)cc1
→ 18µM*	-49%[inhibitor]	-2%	-36%[inhibitor]	8%	?	-14%	-12%
COc1ccc(Cn2c(CCCO)nc3ccccc32)cc1OC
→ 16%	-12%	8%	-3%	-5%	18%[9.22 µM]	-14%	-13%
Cc1ccc(/C=C/C(=O)CCC(=O)O)cc1
→ 11%	-4%	8%	nt	7%	10%	-5%	4%
O=C(NC(=S)Nc1ccc2oc(-c3ccncc3)nc2c1)c1ccccc1F
→ ?	-27%	-2%	2%	-4%	3%	?	-5%
COc1ccc(CNCCC(c2ccc(F)cc2)c2ccc(OC)cc2)cc1 (stereo unspecified)
→ 1%	-2%[10 µM]	8%	-9%	1%	19%	-4%	0%
Cc1cc(C)c2ccc3c(C)c(C)n(C)c3c2n1
→ ?	-53%	?	3%	6%	-16%	-13%	-1%
COc1cc(OC)cc(C(=O)N2CCC(C(=O)Nc3ccc4c(c3)OCCO4)CC2)c1
→ -12%	3%[10 µM]	15%	-3%	1%	-17%	-3%	-1%
O=C(CSc1ncnc2c1cnn2CCc1ccccc1)Nc1cccc(C(F)(F)F)c1
→ -7%	-11%	-5%	17%	?	?	?	?
CC(=O)/C(=N\Nc1ccc(C)cc1)Sc1nncn1C
→ ?	nt	-20%	-6%	-1%	9%	-9%	1%
CN(C)S(=O)(=O)c1ccc(C(=O)Nc2ccccc2[N+](=O)[O-])cc1
→ ?	14%[10 µM]	12%	-14%	4%	14%	-4%	-11%
COc1ccc(-c2nc(CSCC(=O)NCc3ccc4c(c3)OCO4)c(C)o2)cc1
→ ?	-34%	-7%	-17%	0%	-10%	?	-14%
Cc1nc(OCc2c(C)noc2C)c2ccccc2n1
→ 3%	-23%	3%	6%	-1%	1%	-10%	-11%
Cc1ccc(S(=O)(=O)NN=C2C3CC4CC(C3)CC2C4)cc1[N+](=O)[O-]
→ 18µM*	11%[10 µM]	-2%	8%	-5%	5%	2%	-3%
CCCCCC(=O)N1c2ccccc2C(C)(c2ccccc2)CC1(C)C (stereo unspecified)
→ nt	nt	nt	-25%	-1%	nt	-11%	-2%
Cn1nnnc1SCc1ccc(CSc2nnnn2C)cc1
→ -2%	-2%	4%	-15%	1%	-2%[9.22 µM]	2%	7%
O=C(Nc1ccc(Oc2cccnc2)cc1)c1cccc([N+](=O)[O-])c1
→ 4%	nt	13%	-31%[inhibitor]	13%	-30%	-11%	-18%
C=CCc1cccc2cc(C(=O)Nc3cccc(C(=O)O)c3)c(=O)oc12
→ nt	-13%[10 µM]	7%	nt	3%	-12%[9.22 µM]	nt	18%
COc1cccc(C2=NN(C(=O)c3cccs3)C(O)(C(F)(F)F)C2)c1 (stereo unspecified)
→ ?	14%[10 µM]	-8%	-4%	-9%	-14%	-17%	-24%
Nc1ccc2oc(CCc3ccccc3)nc2c1
→ -7%	-30%	?	18µM*	3%	13%	?	-13%
CCc1c(O)cc2n(c1=O)-c1ccc(Cl)cc1C2(C)C
→ 28µM*	3%[10 µM]	0%	-8%	3%	-17%	-15%	-5%
Cc1ccc(CNC(=O)C2CCC(=O)N2C2CCCCC2)cc1 (stereo unspecified)
→ 2%	1%	4%	-12%	2%	-12%	-3%	0%
N#CCc1nn(-c2ccc(Cl)cc2)c(N)c1C#N
→ 6%	9%[10 µM]	-9%	?	6%	8%	?	-28%
C/C(CCC(=O)OC[C@@H]1O[C@H](C#Cc2ccccc2)C=C[C@@H]1Oc1ccc(C)cc1)=N/O[C@@H](C)c1cn([C@H](CO)Cc2ccccc2)nn1
→ -6%&4%[13.5 µM]	-13%&-6%[10 µM]	nt	nt	?	nt	-11%&-4%[11.5 µM]	-5%&-3%[11.6 µM]
COc1ccc(O[C@H]2C=C[C@@H](c3ccccc3)O[C@H]2COC(=O)CC/C(C)=N\O[C@@H](C)CN2CCCCc3nc(C)c(C)cc32)cc1
→ 3%[13.5 µM]	10%[10 µM]	nt	nt	1%[11.6 µM]	nt	-13%[11.5 µM]	-11%[11.6 µM]
Cc1noc(/C=C/N(C)C)c1S(=O)(=O)N1CCCC(C(=O)NC2CCCCC2)C1 (stereo unspecified)
→ 0%	-22%	?	-10%	-3%	17%	-15%	-17%
O=C(/C=C/c1ccccc1)NC(NC(=S)Nc1ccc(Cl)cc1)C(Cl)(Cl)Cl (stereo unspecified)
→ 2%	-59%[inhibitor]	2%	-19%	?	-16%	12%	-19%
O=C(Nc1ccccc1)C1CCCN1C(=O)NCc1ccccc1 (stereo unspecified)
→ -8%	-19%[10 µM]	-9%	-3%	0%	-15%[9.22 µM]	0%	3%
N#Cc1nccnc1N1CCN(C(=O)Nc2ccccc2)CC1
→ nt	4%[10 µM]	-5%	nt	-3%	-14%[9.22 µM]	3%	-1%
Cc1ccc(/C=N/n2c(-c3cccc(Cl)c3)n[nH]c2=S)o1
→ nt	2%[10 µM]	11%	nt	7%	-8%[9.22 µM]	-15%	-27%
Cc1ccc(C(=O)/C=C2/NC(=O)CS2)cc1
→ ?	-2%[10 µM]	5%	20µM*	-9%	-22%	-9%	-8%
COC(=O)c1ccc2nc(-c3ccc4c(c3)OCO4)cn2c1
→ ?	-160%[inhibitor]	?	nt	-4%	2%	?	-7%
CN1CCCC(OC(=O)/C(C#N)=C/c2ccccc2)C1 (stereo unspecified)
→ 6%	-25%	-5%	-4%	3%	-7%	-5%	5%
COc1cc2ccc(=O)oc2c(O)c1OCC=C(C)C
→ -14%&-2%	-1%	?	nt	2%&-7%	2%	?	-16%&-5%
O=C(c1cnc2c(c1)COc1ccc(Cl)cc1-2)c1ccccc1O
→ 14%	3%[1.9 µM]	-12%	1%&-50%	?	?	-8%&-13%	-25%&-22%
Cc1ccccc1Nc1nc(N)nc(COC(=O)C(NC(=O)c2ccco2)C(C)C)n1 (stereo unspecified)
→ ?	-19%	6%	25%	-1%	29%	-10%	1%
CN=C1c2ccccc2CN1c1cccc(C(=O)OC)c1
→ ?	-13%	-2%	-10%	-7%	2%	3%	3%
COc1ccc(CN2C(=O)[C@@H]3C(c4ccc(F)cc4)=NO[C@@H]3C2=O)cc1
→ -2%	6%[10 µM]	-3%	1%	-4%	8%	0%	-14%
COc1ccc(C(=O)Cc2cc(OC)c(OC)cc2C(=O)c2ccccc2F)cc1OC
→ -8%	nt	-1%	-8%	0%	nt	-18%	-14%

3 compounds already listed, arranged by the value under KDM4E inh, smallest number first:
mol,ALDH1A1 inh,KDM4E inh,SMN2 splice enh,Tau fibril FP,Tau fibril ThT
O=C(c1cnc2c(c1)COc1ccc(Cl)cc1-2)c1ccccc1O,14%,-12%,1%&-50%,?,-8%&-13%
COc1ccc(CN2C(=O)[C@@H]3C(c4ccc(F)cc4)=NO[C@@H]3C2=O)cc1,-2%,-3%,1%,-4%,0%
CN=C1c2ccccc2CN1c1cccc(C(=O)OC)c1,?,-2%,-10%,-7%,3%

Two of the compounds above, as tab-separated lines:
smiles	ALDH1A1 inh	HTT ATP protect	KDM4E inh	SMN2 splice enh	Tau fibril FP	HTT aggregate	Tau fibril ThT	Tau fluor cs
O=C(c1cnc2c(c1)COc1ccc(Cl)cc1-2)c1ccccc1O	14%	3%[1.9 µM]	-12%	1%&-50%	?	?	-8%&-13%	-25%&-22%
Cc1ccccc1Nc1nc(N)nc(COC(=O)C(NC(=O)c2ccco2)C(C)C)n1 (stereo unspecified)	?	-19%	6%	25%	-1%	29%	-10%	1%
